High-throughput results from PubChem BioAssay.
DAX1 inh-1 = NR0B1 (DAX1) inhibition. HEK293 Gal4-DAX1 luciferase reporter, luminescence. inhibition, % at 6.75 µM. 0.99% of 340,000 active. AID 504766;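 active = inhibition above the mean over all tested compounds plus 3 SD, cut at about 4.2% in these data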;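 note: 0% = DAX1-transfected cells with DMSO and 100% = empty-vector control cells with DMSO; inhibition shows as a rise in luminescence from relieved DAX1 repression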
Target sequence (P51843 207-470 limits assumed): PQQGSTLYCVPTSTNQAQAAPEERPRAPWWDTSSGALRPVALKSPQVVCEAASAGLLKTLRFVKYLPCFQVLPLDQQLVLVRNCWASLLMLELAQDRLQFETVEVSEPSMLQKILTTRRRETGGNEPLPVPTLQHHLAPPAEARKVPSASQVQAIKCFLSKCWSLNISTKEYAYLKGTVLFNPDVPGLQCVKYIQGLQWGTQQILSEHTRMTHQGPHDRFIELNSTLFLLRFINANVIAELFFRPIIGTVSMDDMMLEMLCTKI
PG9 Ab binder = binds the HIV-1 gp120 antibody PG9; TR-FRET gp120-PG9 antibody binding; inhibition, % at 6.7 µM; 0.43% of 360,000 active; AID 624416; in the data active = inhibition above about 8.5%
SMARCA2 act = SMARCA2 function activation, primary screen; MG213 cells, MMTV-luciferase reporter, dexamethasone, overnight; activation, % at 9.1 µM; 1% of 370,000 active; in the data active = activation above about 7.8%;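 note: 0% = vehicle wells and 100% = reference activator wells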
ssDAF-12 act = activators of S. stercoralis DAF-12 nuclear receptor. activation, % at 6.8 µM. HEK293 ssDAF-12/GRIP1 lit1-tk-luc reporter, luminescence; % of 3 µM dafachronic acid response. 1% of 370,000 active;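 active = activation above the mean over all tested compounds plus 3 SD, cut at about 0.9% in these data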;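 note: 0% = DMSO-only wells and 100% = 3 µM delta7-dafachronic acid wells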
ADAM10 inh = inhibitors of human ADAM10; O14672; inhibition, % at 7 µM; 0.62% of 370,000 active; recombinant ADAM10, EDANS/DABCYL FRET peptide cleavage, 3 h;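 active = inhibition above a per-campaign cutoff equal to the mean of compounds falling between control-based bounds plus 3 SD, cut at about 20% in these data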;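 note: 0% = DMSO wells while the 100% control is not disclosed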
Target sequence (O14672 214-748 limits assumed): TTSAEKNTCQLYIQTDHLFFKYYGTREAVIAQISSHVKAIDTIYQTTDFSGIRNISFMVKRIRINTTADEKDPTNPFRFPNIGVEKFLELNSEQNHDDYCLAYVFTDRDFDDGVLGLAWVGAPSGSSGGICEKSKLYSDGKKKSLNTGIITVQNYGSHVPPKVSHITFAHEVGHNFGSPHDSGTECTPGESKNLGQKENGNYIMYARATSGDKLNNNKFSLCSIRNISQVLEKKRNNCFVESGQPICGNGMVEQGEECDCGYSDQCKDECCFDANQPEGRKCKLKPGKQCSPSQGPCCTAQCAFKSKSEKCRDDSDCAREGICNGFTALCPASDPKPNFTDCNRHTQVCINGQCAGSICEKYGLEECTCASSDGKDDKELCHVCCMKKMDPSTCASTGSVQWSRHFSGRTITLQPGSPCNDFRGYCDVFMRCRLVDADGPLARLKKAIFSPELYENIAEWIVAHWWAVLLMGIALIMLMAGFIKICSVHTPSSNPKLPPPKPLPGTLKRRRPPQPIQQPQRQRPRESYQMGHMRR
hcDAF-12 act = H. contortus DAF-12 activation, primary screen. 1.4% of 370,000 active. HEK293 hcDAF-12 lit1-tk-luc reporter, luminescence; 0% DMSO, 100% Δ7-dafachronic acid. activation, % at 6.8 µM. AID 652067;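 active = activation above the mean of all tested compounds plus 3 SD, cut at about 5.5% in these data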;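 note: 100% = response to 3 µM Δ7-dafachronic acid high control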
NPR1 activator = GC-A (human) enzyme activation. P16066. HEK293 GC-A cells, cGMP TR-FRET, EC30 ANP; 0% at EC30 ANP, 100% saturating ANP. activation, % at 10 µM. 0.14% of 370,000 active; in the data active = activation above about 40%
hgDAF12 agonist = activates the H. glycines DAF-12 receptor ligand-binding domain | activation, % at 6.8 µM | HEK293 GAL4-hgDAF12 UAS-luciferase reporter, agonist luminescence; normalized to butyrate control | 1.8% of 370,000 active;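 active = activation above a cutoff set at the mean of all screened compounds plus 3 SD, cut at about 10% in these data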;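 note: 0% = DMSO wells and 100% = sodium butyrate wells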
ADAM17 inh = inhibits human ADAM17 | P78536 | recombinant ADAM17, EDANS/DABCYL FRET peptide cleavage | inhibition, % at 6.95 µM | 0.83% of 370,000 active | AID 720648;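 active = inhibition above the mean of compounds lying between control limits plus 3 SD, set per campaign, cut at about 8.5% in these data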;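 note: 0% = DMSO-only wells as the low control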
GAA850 FXN act = activators of GAA850 frataxin (FXN) promoter. HEK293 lucGAA850 FXN promoter luciferase reporter, 24 h; percent of 10 µM SAHA response. activation, % at 6 µM. 0.56% of 360,000 active. AID 540364;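 active = activation above the average of all compounds screened plus 3 SD, cutoff fixed separately per campaign, cut at about 7.5% in these data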;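 note: 0% = DMSO wells and 100% = 10 µM SAHA wells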
DAX1 inh-2 = DAX1 (NR0B1) inhibition, primary screen | inhibition, % at 6.8 µM | 1.1% of 370,000 active | HEK293T StAR-luciferase reporter, SF-1/DAX-1 repression relief | AID 652010;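 active = inhibition above the mean over all tested compounds plus 3 SD, cut at about 3.6% in these data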;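 note: 0% = DAX-1 cells with DMSO and 100% = cells lacking DAX-1 with DMSO; higher inhibition means more luminescence from relief of DAX-1 repression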
Numbers without * were called inactive; i = inactive; . = no result given.

Molecule | DAX1 inh-1 | PG9 Ab binder | SMARCA2 act | ssDAF-12 act | ADAM10 inh | hcDAF-12 act | NPR1 activator | hgDAF12 agonist | ADAM17 inh | GAA850 FXN act | DAX1 inh-2
Cc1noc(C)c1COc1ccccc1C(=O)Nc1cccc(S(=O)(=O)N(C)C)c1 | -0.1 | -2.8 | 1 | -1.2 | 0 | -1.8 | 5 | -1.0 | -2 | -0.2 | -0.5
Brc1ccccc1-c1nnc(CSc2nnnn2-c2ccccc2)o1 | -0.8 | -0.2 | 6 | -0.7 | 17 | -0.4 | 2 | 5.3 | 3 | 6.0 | -0.3
COc1cccc(CNC(=O)CCC2CCCN(Cc3cc(Cl)ccc3O)C2)c1 (stereo not given) | -0.6 | 1.9 | 0 | -0.6 | -7 | 0.7 | 0 | 0.3 | -10 | 1.1 | 1.0
C=CC[C@]1(c2ccccc2)C(=O)N2C[C@H]3CON(C)[C@H]3C[C@H]2c2ccccc21 | . | -1.2 | -1 | -1.2 | -7 | 0.4 | -10 | 1.2 | -4 | . | 0.9
Cc1cc(C)nc(NC(=O)CSc2nn(C)c(=S)s2)n1 | -0.3 | 0.1 | -6 | -0.5 | 8 | -0.2 | 1 | 1.8 | -2 | 1.8 | 0.3
Cc1ccc(C(=O)N2CCOCC2)cc1S(=O)(=O)N1CCOCC1 | 0.1 | 0.2 | -1 | -0.8 | 1 | 0.2 | 3 | -0.8 | -3 | -0.5 | 1.0
CC(=O)NC(C)(c1ccccc1)c1nc(-c2cncnc2)cs1 (stereo not given) | . | -0.9 | -1 | -1.4 | -1 | 0.6 | 2 | 0.0 | 2 | 0.2 | 1.2
Cc1ccccc1OS(=O)(=O)c1cn(C)c(=O)n(C)c1=O | -1.3 | -1.5 | 3 | -1.9 | -11 | -0.5 | 3 | 1.2 | 0 | -1.3 | 0.0
O=C(CSc1nc2cc(Cl)ccc2s1)c1cc2ccccc2o1 | 0.3 | -3.6 | -3 | 3.4* | 17 | 1.6 | -1 | 2.8 | 12* | 2.7 | 0.6
CCCC(=O)N1CCC1(C)C(=O)NS(=O)(=O)c1cc2c(cc1C)CCCS2(=O)=O (stereo not given) | . | -0.5 | -3 | 0.0 | -10 | 0.9 | 2 | -3.3 | -7 | -1.7 | 1.1
CCN(CC)C(=S)Nc1ccc([N+](=O)[O-])cc1 | -0.1 | -0.7 | -1 | -1.6 | 7 | 0.8 | -3 | 2.0 | 1 | 2.3 | -0.3
Cc1ccc(NC(=O)c2onc(C)c2Cl)cc1 | 2.2 | 1.9 | 6 | 0.9 | -6 | 9.1* | 26 | 18* | 1 | 5.0 | 3.3
Cc1ccc(NC(=O)CCNS(=O)(=O)c2ccc3c(c2)oc(=O)n3C)cc1 | 0.2 | -1.8 | -2 | -0.7 | 1 | 0.5 | 1 | 2.1 | -2 | -0.9 | 0.7
CCOC(=O)[C@@H]1[C@H]2COc3ccccc3[C@@H]2N2C(=O)N(c3ccc(OC)cc3)C(=O)[C@]12C | 1.8 | -0.8 | -1 | -1.0 | 3 | 0.5 | 3 | 2.3 | -5 | 0.3 | 0.1
Cc1cccc(N2CCN(c3nc(C)cc(C)c3C#N)CC2C)c1 (stereo not given) | -0.1 | 0.1 | -1 | -1.6 | -4 | -0.3 | -1 | 2.2 | -4 | -0.4 | -0.3
CN(Cc1ccccc1NS(=O)(=O)c1ccc2ccccc2c1)C1CCCCC1 | 1.5 | 0.7 | 2 | -0.6 | 2 | 0.6 | -7 | -1.5 | 0 | 0.2 | -0.7
COC(=O)c1ccccc1NC(=O)COc1ccc(S(=O)(=O)NC(C)C)cc1 | -2.3 | 1.5 | -2 | -1.6 | -2 | -2.2 | 8 | 3.0 | -2 | 2.9 | -0.5
Cc1nc(NCc2ccc3c(c2)OCO3)c2oc3ccccc3c2n1 | -0.9 | 1.0 | -5 | -0.8 | 7 | -1.2 | 24 | -0.6 | -3 | 0.2 | -0.5
CC(=O)Nc1ccc(N/C=C/C(=O)C(C)(C)C)cc1 | -0.4 | -1.1 | -2 | -0.2 | -8 | 0.6 | -2 | 0.1 | -3 | 0.2 | 0.3
O=C(NNC(=O)C(O)c1ccccc1)NC1CCCCC1 (stereo not given) | 0.7 | -0.8 | 1 | -0.9 | -4 | -0.1 | -1 | 0.6 | -1 | 0.9 | 0.3
Cc1cc(NC(=O)CSc2ccc3nnc(-c4ccccc4)n3n2)no1 | 1.2 | 0.1 | -4 | -1.1 | -73 | -1.2 | 0 | -0.7 | -20 | -0.9 | -0.3
Nc1nc(-c2ccccc2)c(-c2ccccc2)n1N | -0.7 | 0.7 | 1 | -0.9 | -3 | -0.1 | 5 | 0.7 | -3 | 3.2 | -0.1
CCn1c(SCC(=O)Nc2ccc(OCc3ccccc3)cc2)nnc1-c1ccco1 | -1.2 | 0.8 | -4 | -1.6 | 4 | -2.3 | 4 | -2.5 | 7 | -0.3 | -1.2
Cn1nccc1C(=O)Nn1cnnc1 | 0.5 | 2.0 | -2 | -1.2 | 2 | 1.4 | 2 | 0.9 | 0 | 2.5 | 0.0
COc1ccc(C(=O)Nn2cnnc2)c(OC)c1 | 1.8 | 2.4 | 3 | -1.0 | 8 | 0.4 | 2 | 0.9 | -1 | -1.3 | -0.1
COc1ccc(CN2CCN(CC(O)Cn3c4ccccc4c4ccccc43)CC2)cc1 (stereo not given) | -1.8 | -0.8 | 0 | -1.9 | 3 | -1.9 | -10 | 0.3 | 8 | -2.3 | 0.4
O=C(CNC(=O)c1ccc(Br)o1)NCC1CCCCC1 | 2.3 | 1.2 | -2 | -1.1 | -13 | 0.7 | 1 | 5.1 | -3 | -0.3 | -1.8
COc1ccc(C2=NOC(C(=O)NC(C)(C)C)C2)cc1 (stereo not given) | 0.0 | -2.4 | 5 | -1.3 | 2 | -1.2 | 3 | -0.2 | -1 | 2.6 | -0.4
Cc1ccccc1C(=O)NC1CC2CCCC(C1)N2Cc1ccc(Cl)cc1 (stereo not given) | -0.8 | 2.1 | -1 | -0.8 | 0 | -1.9 | -5 | -0.5 | -1 | -1.3 | -0.1
CCn1c(COc2ccc(C)cc2)nnc1SCC(=O)Nc1cc(OC)ccc1OC | -1.0 | -1.3 | -5 | -1.4 | -9 | -1.6 | -6 | -2.7 | -4 | -1.4 | 0.1
O=C(/C=C\Nc1ccccn1)c1ccccc1 | -2.0 | -0.5 | 5 | 0.6 | -13 | 12* | 4 | 8.7 | -4 | -3.6 | 5.3*
CN(C)/C=C(/C(=O)c1ccc(F)cc1)S(=O)(=O)c1ccc(F)cc1 | 7.2* | -2.3 | 0 | -1.0 | 17 | 3.6 | 4 | 3.6 | 2 | 3.2 | 0.2
CCN(CC(=O)Nc1ccc(NC(C)=O)cc1)C(=O)c1cc(S(=O)(=O)N2CCCCCC2)ccc1OC | 0.0 | 1.2 | -1 | -0.1 | -6 | 0.7 | 2 | 0.7 | -5 | -0.2 | 1.8
O=C(Nc1ccc([N+](=O)[O-])cc1)c1cc(-c2ccccn2)nc2c(Cl)cccc12 | -0.3 | 1.8 | 0 | -1.1 | -2 | 0.8 | 4 | 1.2 | -4 | 0.5 | 0.2
COc1ccc(-c2ccc3c(c2)S(=O)(=O)c2cccc(C(=O)N4CCN(c5ccc(Cl)cn5)CC4)c2C3=O)cc1OC | -1.6 | 1.4 | 0 | -1.2 | -30 | -0.6 | -1 | -1.4 | -8 | 2.1 | -0.4
CC(C)Oc1ccccc1OCCN(C)C | 1.1 | -1.4 | 1 | -1.1 | 1 | -1.7 | 4 | 1.9 | 1 | 0.3 | -0.3
Cc1cc(NC(=O)Nc2ccc(Cl)cc2)n(C(C)(C)C)n1 | 0.6 | -0.1 | -1 | -1.3 | 5 | -2.3 | 5 | 0.3 | -6 | 0.1 | 0.1
CCCCNC(=S)N(C)/N=C/c1ccc(OCc2ccc(C(=O)OC)cc2)c(OC)c1 | -1.6 | -1.8 | 0 | -1.3 | -1 | -1.2 | 3 | -0.3 | 1 | 3.4 | 0.1
O=C(NN1CCCCCC1)c1ccccc1F | 0.5 | -0.4 | 1 | -1.1 | -3 | -0.1 | 6 | 1.7 | 1 | 1.1 | -0.2
Cc1[nH]c2ccccc2c1C(=O)CN1CCC2(CC1)OCCO2 | -0.3 | 2.6 | 0 | -0.6 | 3 | 2.0 | 0 | 0.3 | 2 | -1.6 | 1.5
COc1ccccc1C(CNC(=O)CNC(=O)c1cccc(Cl)c1)N1CCCC1 (stereo not given) | -0.6 | -0.1 | 0 | -1.0 | -11 | -0.4 | -2 | 0.4 | -5 | 2.5 | -0.8
C/C(=N\NC(=O)c1ccc(N/N=C(\C)c2ccc(O)cc2)cc1)c1ccc(O)cc1 | -1.2 | -5.1 | -2 | -1.8 | -44 | -2.7 | -5 | -1.4 | -18 | -3.1 | 0.6
COc1ccc([C@H]2CC(=O)C=C(C#CC(C)(C)C)C2)cc1 | 0.7 | -1.8 | 4 | -0.6 | 7 | -0.8 | 0 | 3.5 | 3 | 3.6 | -0.1
O=C(NCCN1CCOCC1)c1cc(-c2cccs2)nc2ccccc12 | -0.4 | 0.1 | 1 | -0.7 | i | 0.0 | 0 | 0.4 | -435 | 0.7 | -0.2
COc1cccc(CN2CC(C(=O)NC3(c4ccccc4)CC3)CCC2=O)c1 (stereo not given) | 1.1 | 0.3 | -1 | -0.8 | 1 | 0.0 | 1 | 0.1 | -2 | 0.3 | 3.5
O=C(O)c1cnn2c1NC(c1ccc(F)cc1)CC2C(F)(F)F (stereo not given) | 0.2 | 1.3 | -6 | -1.5 | 6 | -1.1 | 5 | -1.6 | -5 | -0.3 | -0.3
CCN1CCN(C(=O)CCc2nc3ccccc3c(=O)[nH]2)CC1 | 0.8 | -1.9 | 3 | -0.8 | 1 | 2.5 | 0 | 3.4 | -1 | 1.3 | 0.9
O=S(=O)(Nc1cccc(-c2cn3cccnc3n2)c1)c1ccc(-c2ccccc2)cc1 | -0.3 | 1.8 | -2 | -1.6 | -440 | -1.1 | -1 | -1.2 | -182 | 3.0 | -0.8
O=C(COC(=O)c1cccnc1Cl)NCC1CCCO1 (stereo not given) | -0.1 | 0.8 | -2 | -1.7 | -6 | 0.1 | -4 | -4.5 | -1 | 1.8 | 0.8
C#CCNC(=O)C[C@@H]1C[C@@]2(C(=O)OC)CCCCC=C2N(CCCCCCCC)C1=O | . | -2.4 | -2 | -1.0 | 1 | 0.2 | -1 | 0.2 | -1 | . | -0.6
CC(O)(c1ccc(F)c(F)c1)c1nc(-c2ccc(F)c(Cl)c2)cs1 (stereo not given) | . | 2.0 | -2 | -0.1 | 22* | 1.6 | -1 | 1.0 | 8 | 2.6 | -1.9
COC(=O)CSc1nnc(SCc2ccc(Cl)cc2)s1 | -0.5 | 2.2 | -9 | -1.7 | -2 | -0.4 | 27 | -3.1 | -5 | -1.8 | -0.3
